# inhibitors of VEEV – inhibitors of VEEV TC-83 cytopathic effect, confirmation, Vero cells (AID 588727). one-dose inhibition, % at 20 µM; IC50 in µM for titrated hits. Vero cells, VEEV TC-83 cytopathic effect inhibition; higher % means a stronger effect. actives 0.13% (n = 350,000); in the data active = a potency from the dose series; inconclusive = inhibition mostly from about 14% at the one dose, without a potency; inactive = the rest, 99 in 100 with inhibition below about 12%; also: strong numbers were not always called active
# H37Rv inhibition – M. tuberculosis growth inhibition, HTS (AID 449762). actives 0.59% (n = 330,000). M. tuberculosis H37Rv growth inhibition, 7H9 media; higher % means a stronger effect. one-dose inhibition, % at 25 µM; IC50 in µM for titrated hits; in the data active = a potency from the dose series; inconclusive = inhibition above about 70% without an active follow-up result;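 also: bacterial growth assessed after seven days of incubation; strong numbers were not always called active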
# H1N1 NS1A inhibition – NS1A inhibition, H1N1 influenza, cell based functional assay (AID 504329); NS1A functional cell-based assay, percent inhibition; higher % means a stronger effect; one-dose inhibition, % at 12.5 µM; IC50 in µM for titrated hits; actives 0.3% (n = 340,000); in the data active = a potency from the dose series; inconclusive = inhibition above about 27% without an active follow-up result; also: strong numbers were not always called active
# M. tuberculosis – growth inhibition of non-replicating M. tuberculosis (AID 488890). inhibition, % at 25 µM, or IC50 in µM where a hit was titrated. actives 0.39% (n = 320,000). Mycobacterium tuberculosis non-replicating, growth inhibition; higher % means a stronger effect; in the data active = a potency from the dose series; inconclusive = inhibition mostly from about 82% at the one dose, without a potency; inactive = the rest, 99 in 100 with inhibition below about 76%;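 also: plate controls were DMSO cells for no effect and high antibiotic wells for full effect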
# Salmonella PhoP GFP – Inhibition of PhoP regulon, Salmonella typhi GFP reporter cells, confirmation, 4 h (AID 1850); Salmonella Typhi PhoP-promoter GFP reporter, fluorescence, 4 h; higher % means a stronger effect; inhibition, % at 50 µM; hits with a dose series show IC50 in µM; actives 0.33% (n = 310,000); in the data active = a potency from the dose series; inconclusive = inhibition mostly from about 25% at the one dose, without a potency; inactive = the rest, 99 in 100 with inhibition below about 19%;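 also: 0% = induced wells with vehicle and 100% = uninduced wells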
# inhibitors of VEEV 10K pilot screen – second read-out of inhibitors of VEEV, no call of its own (marks repeat the call); inhibition, %; measured here: 10K pilot screen inhibition
# * marks the source's active call; other numbers are inactive results; i = inactive; ? = inconclusive; / = not tested or not shown.
# Start of the data: the first 2 records, ahead of the listing:
SMILES,inhibitors of VEEV,H37Rv inhibition,H1N1 NS1A inhibition,M. tuberculosis,Salmonella PhoP GFP,others
COc1ccc(N(Cc2ccco2)C(=O)c2ccccc2F)cc1OC,i,2%,2%,2%,0%,
CCOc1ccc(S(=O)(=O)N2CCC(C(=O)OC(C)C(=O)N(C)C3CCCCC3)CC2)cc1 (stereo unspecified),3.2%,-13%,16%,22%,-6%,

# This part in full, repeating the preview:
SMILES,inhibitors of VEEV,H37Rv inhibition,H1N1 NS1A inhibition,M. tuberculosis,Salmonella PhoP GFP,others
COc1ccc(N(Cc2ccco2)C(=O)c2ccccc2F)cc1OC,i,2%,2%,2%,0%,
CCOc1ccc(S(=O)(=O)N2CCC(C(=O)OC(C)C(=O)N(C)C3CCCCC3)CC2)cc1 (stereo unspecified),3.2%,-13%,16%,22%,-6%,
CC(C)CNC(=S)N(CCCO)Cc1cc2cc3c(cc2[nH]c1=O)OCCO3,0.7%,3%,19%,15%,-7%,
CC(C)C1(C)N=C(c2nc3ccccc3cc2C(=O)O)NC1=O (stereo unspecified),2.1%,-4%,5%,-6%,-7%,
O=c1[nH]cc(S(=O)(=O)N2CCOCC2)c(=O)[nH]1,2.1%,3%,-4%,-20%,0%,
Cc1ccc(S(=O)(=O)N2CCOCC2)cc1NC(=O)COC(=O)c1ccc(Br)o1,1.8%,/,-3%,/,/,
O=C(NCCN1CCCC1)c1ccc(CS(=O)(=O)c2c(Cl)cccc2Cl)o1,i,-4%,0%,0%,-7%,
Cc1cccc(N=Nc2c(C)c(C#N)c(O)[nH]c2=O)c1,1.3%,4%,-1%,0%,-1%,inhibitors of VEEV 10K pilot screen=2.1
Cc1ccc(CCNC(=O)C2CC(c3ccc(C(F)(F)F)cc3)=NO2)cc1 (stereo unspecified),2.5%,3%,-3%,41%,-7%,
O=S(=O)(c1ccccc1)N1C2CCC1CC(O)(c1cccnc1)C2 (stereo unspecified),0.3%,-5%,6%,1%,4%,
N#CCCn1cc(C(=O)Nc2ccccc2Br)c(-c2ccc3c(c2)OCCO3)n1,11%,0%,2%,-1%,3%,
Cc1ccn2c(=O)cc(C)nc2c1,1.0%,-4%,1%,/,1%,
CCCN=C1CC(C)(C)CC(=O)/C1=C(/O)CCC,0.4%,-3%,-8%,-12%,6%,
Cc1cc(C(=O)CSc2nc(N)cc(N)n2)c(C)n1C1CC1,1.2%,6%,13%,19%,-9%,
CN(C)c1oc(-c2ccccc2)nc1C#N,1.4%,-7%,3%,2%,3%,
CC(=O)c1ccc([N+](=O)[O-])cc1,i,-7%,6%,-3%,/,
O=C(Nc1ccc(C(=O)N2CCOCC2)cc1)c1cc(-c2cccnc2)nc2ccc(Br)cc12,7.8%,?,0%,30%,-17%,
O=C(CSc1nccc(-c2cccs2)n1)Nc1cccc(Cl)c1,2.1%,-4%,/,18%,5%,
O=C(NCC(=O)N1CCC2(CC1)NCCc1[nH]cnc12)c1cccc(Cl)c1,0.6%,1%,-10%,-8%,8%,
COc1cccc(C(=O)Nc2ccc(S(=O)(=O)Nc3cc(C)nc(C)n3)cc2)c1,1.2%,7%,-2%,13%,6%,
CN(C)c1ccc(/C=C/c2cccc[n+]2[O-])cc1,0.6%,1%,/,-2%,-15%,
Cc1cccc(S(=O)(=O)NCCc2ccccc2)c1,i,-3%,2%,18%,7%,
CC(=O)Nc1ccc(NC(=O)CSc2ccc3nnc(CCNC(=O)c4ccccc4)n3n2)cc1,2.3%,0%,-12%,5%,-3%,
COc1ccc(C(C)=O)cc1CN1CC=C(c2ccccc2)CC1,i,-5%,5%,14%,-1%,
Cc1ccc(C(=O)NC2CC(C)(C)NC(C)(C)C2)cc1,i,-2%,-3%,-11%,10%,

# Continued; the last 4 above are carried over.
SMILES,inhibitors of VEEV,H37Rv inhibition,H1N1 NS1A inhibition,M. tuberculosis,Salmonella PhoP GFP,others
Cc1cccc(S(=O)(=O)NCCc2ccccc2)c1,i,-3%,2%,18%,7%,
CC(=O)Nc1ccc(NC(=O)CSc2ccc3nnc(CCNC(=O)c4ccccc4)n3n2)cc1,2.3%,0%,-12%,5%,-3%,
COc1ccc(C(C)=O)cc1CN1CC=C(c2ccccc2)CC1,i,-5%,5%,14%,-1%,
Cc1ccc(C(=O)NC2CC(C)(C)NC(C)(C)C2)cc1,i,-2%,-3%,-11%,10%,
Cc1c(C(=O)N/N=C/c2ccncc2)no[n+]1[O-],2.2%,-6%,4%,21%,-6%,
Cc1cc(C)n2cc(CSc3nnc(-c4ccccc4)o3)nc2n1,i,-1%,-7%,-10%,-3%,
O=C(NCc1ccccc1)c1cccc(S(=O)(=O)N2CCOCC2)c1,1.1%,-4%,-2%,1%,0%,
O=C(COC(=O)C1CC1)Nc1c(Cl)cccc1C(F)(F)F,1.2%,64%,-3%,21%,-1%,
COc1ccc2[nH]c(C(=O)O)c(CCC(=O)O)c2c1,i,-8%,4%,-2%,3%,
O=C(CCn1c(=O)oc2ccccc21)NCCC1=CCCCC1,1.1%,-5%,-29%,-11%,0%,
COc1cccc(NC(=O)CSc2ncnc3c2oc2ccccc23)c1,2.3%,1%,7%,/,0%,
O=C1c2ccccc2-c2ccc(C(=O)N3CCCCC3)cc21,i,3%,7%,17%,3%,
CCn1c(CC(=O)Nc2ccc(F)cc2)nnc1SCC(=O)Nc1nncs1,1.0%,6%,4%,9%,15%,
CC(C)=CCCC1=CCC(/C(C)=N/NC(N)=O)CC1 (stereo unspecified),i,/,-9%,/,-1%,
COc1cc(C(=O)NNC(=O)c2n[nH]c3ccccc23)cc(OC)c1OC,4.7%,-8%,-5%,-31%,/,
O=c1[nH]cnc2scc(C3COc4ccccc4O3)c12 (stereo unspecified),0.4%,-3%,-3%,-4%,6%,
CSc1ccccc1-n1nnnc1SCC(=O)NCc1cccs1,0.0%,8%,3%,1%,6%,
CC(C)(C)NCc1cccn1-c1sc2c(c1C#N)CCCC2,0.5%,-1%,3%,9%,-6%,
Cc1ccccc1OCC(=O)N/N=C1\CCOc2c(C)cccc21,0.1%,-5%,0%,4%,-7%,
O=C1CCCC2=C1C(c1cn(-c3ccccc3)nc1-c1cccs1)c1c([nH]c(=O)[nH]c1=O)N2 (stereo unspecified),i,-15%,-1%,18%,-7%,
O=[N+]([O-])c1ccc(COc2ccc(CN3CCOCC3)cc2)cc1,i,/,-8%,/,/,
COc1ccc(N(CC(=O)NCc2ccco2)C(=O)CCC(=O)Nc2nccs2)cc1,0.7%,-3%,7%,-18%,-5%,
CC1CCCN(C(=O)c2cc(N3C(=O)C4C5CCC(C5)C4C3=O)ccc2Cl)C1 (stereo unspecified),/,-5%,/,11%,4%,
Cc1nc2ccc(F)cc2cc1C(=O)NCc1ccco1,0.1%,1%,4%,68%,-8%,
O=C(O)c1ccc(NC(=S)Nc2ccc(S(=O)(=O)Nc3ccccn3)cc2)cc1,0.8%,/,-5%,/,/,
O=C(COc1cccnc1[N+](=O)[O-])Nc1ccc(Cl)cc1F,1.4%,2%,-1%,-3%,/,
O=C(Nc1ccccc1Cl)Oc1ccc(Cl)cc1Cl,0.1%,-7%,-18%,-18%,-9%,
Cc1cccc(C)c1NC(=O)Nc1ccc(S(N)(=O)=O)cc1,i,2%,-9%,0%,-2%,
CC(=O)NC(Cc1c[nH]c2ccccc12)C(=O)N/N=C/c1ccccc1 (stereo unspecified),0.1%,1%,7%,-6%,-15%,

# A draw from above in order of SMILES length, highest first.
SMILES,inhibitors of VEEV,H37Rv inhibition,H1N1 NS1A inhibition,M. tuberculosis,Salmonella PhoP GFP,others
O=[N+]([O-])c1ccc(COc2ccc(CN3CCOCC3)cc2)cc1,i,/,-8%,/,/,
COc1cccc(NC(=O)CSc2ncnc3c2oc2ccccc23)c1,2.3%,1%,7%,/,0%,
Cc1ccccc1OCC(=O)N/N=C1\CCOc2c(C)cccc21,0.1%,-5%,0%,4%,-7%,

# (further entries)
SMILES,inhibitors of VEEV,H37Rv inhibition,H1N1 NS1A inhibition,M. tuberculosis,Salmonella PhoP GFP,others
CCC(C)NC(=O)[C@H]1N2C(=O)c3ccccc3C2SC1(C)C (stereo partly specified),0.7%,-4%,-2%,4%,-16%,
COCc1cc(=O)n2c([nH]c3ccccc32)c1C#N,3.5%,-4%,-4%,-4%,-2%,
CCOC(=O)c1ccccc1OCc1cc(/C=N/NC(=O)c2cccnc2)ccc1OC,14%,?,-4%,2%,-3%,
CN(CC(=O)Nc1ccc(F)cc1)C(=O)COC(=O)c1ccc(=O)n(Cc2ccccc2)n1,1.3%,-8%,-3%,0%,/,
O=C(COC(=O)c1ccccc1OCC(=O)Nc1ccc(Br)cc1)Nc1ccccc1,i,-1%,1%,-7%,-5%,
S=C(NCc1ccco1)N1CCN(C/C=C/c2ccccc2)CC1,2.9%,-9%,-3%,15%,-12%,
O=C(c1ccc(N2CCOCC2)c([N+](=O)[O-])c1)N1CCN(c2ccccc2)CC1,1.0%,/,1%,/,/,
CCCNS(=O)(=O)c1ccc2c(c1)n(C)c(=O)n2C,i,0%,3%,-7%,-5%,
COc1ccc(Cc2nnc(N/N=C/c3ccc(C)o3)[nH]c2=O)cc1,0.4%,25%,4%,-1%,4%,
CCc1cc(=O)oc2c(C)c(OC(C)C(=O)N3CCC[C@@H]3C(=O)O)ccc12 (stereo partly specified),0.1%,-7%,3%,2%,8%,
COC(=O)c1c(-c2ccccc2)noc1C,i,-9%,1%,-7%,-2%,
Cc1cccc(C(=O)N2CCCC(N3CCN(c4ccccc4F)CC3)C2)n1 (stereo unspecified),1.5%,-7%,-8%,-13%,-5%,
COc1cc(SC)ccc1C(=O)N(CC(=O)Nc1ccccc1Br)Cc1ccco1,8.8%,-2%,1%,25%,1%,
O=C(O)CCCCCNCc1c(Cl)cccc1Cl,2.1%,2%,-10%,65%,0%,
CNC(=O)/C(C#N)=C/c1cccc(Oc2ccccc2)c1,i,-5%,-17%,30%,5%,
O=c1[nH]c2cc3c(cc2cc1CN(Cc1cccnc1)Cc1nnnn1Cc1ccco1)OCCO3,4.5%,0%,13%,28%,7%,
COc1ccc(N2CCN(C(=O)Cn3nnc(-c4ccc(OC)c(OC)c4)n3)CC2)cc1,0.3%,-4%,4%,-15%,-7%,
CC(C(=O)Nc1ccc2c(c1)OCCO2)c1ccc([N+](=O)[O-])cc1 (stereo unspecified),i,6%,-5%,32%,-9%,
CN1C(=O)c2ccc(NC(=O)C3CCCCC3)cc2C1=O,0.6%,2%,2%,-9%,44%,
CCC1(CC)NC(=O)N(CC(=O)OCC(=O)Nc2ccc(C(F)(F)F)cc2)C1=O,0.8%,-8%,-1%,22%,-1%,
CCOC(=O)c1cnc2c(ccc3ccccc32)c1NCCN(C)C,2.1%,3%,-20%,1%,14%,
COc1ccc(/C=N/NC(=O)CSc2ccccn2)cc1OC,i,0%,-4%,-11%,3%,
O=C1NC(=S)NC(=O)C1=Cc1ccc2c(c1)CCN2CCCCl,13%,6%,/,11%,-6%,
CN(C1CC(C)(C)N(O)C(C)(C)C1)S(=O)(=O)CC12CCC(CC1=O)C2(C)C (stereo unspecified),1.3%,6%,1%,12%,-21%,
Nc1nonc1-n1nnc(C(=O)N/N=C/c2cccc(Cl)c2Cl)c1CN1CCCC1,1.1%,-12%,-9%,3%,-10%,
C=CCNS(=O)(=O)c1sccc1/C=N/O,3.1%,-7%,1%,-3%,-3%,
CCC(CC)CN1CCC(CN2C(=S)NC[C@@H]2CC(C)C)CC1,i,/,6%,/,/,
COc1cc(Cl)c(CN2CCCC(CO)(Cc3cccc(Cl)c3)C2)cc1OC (stereo unspecified),i,9%,-1%,6%,3%,
CN(CC(=O)NC1CCCCC1)S(=O)(=O)c1cccc2nsnc12,1.0%,-10%,6%,-2%,-2%,
